Compound activity (PubChem)
TDP-43 yeast inh = qHTS of TDP-43 Inhibitors | TDP-43 expressing yeast growth rescue, BacTiter-Glo, 24 h | Potency, µM (highest dose often 46.1 µM), for the others: top-dose growth rescue (activation), hits mostly activators | 410,000 compounds, 1.8% hits | AID 652104, 2013; further: potency means the concentration at half of the fitted maximal effect; % of control where 0% means no effect; nearly all actives have a fitted effect of over 50% in size
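Cell-based yeast growth screen: TDP-43 expression induced in galactose, inoculum OD600=0.02 after raffinose pregrowth to mid-log. Read-out BacTiter-Glo luminescence at 24 hr, 30 deg C; inhibition of toxicity seen as signal increase.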
GLP-1R inv ag = qHTS of GLP-1 Receptor Inverse Agonists (Inhibition Mode); Glucagon-like peptide 1 receptor (Homo sapiens), P43220; HEK293 GLP-1R CRE-luciferase, luminescence, 24 h; GLP-1R form is constitutively active; Potency, µM (highest dose often 38.3 µM), for inactives: top-dose activity change, negative = inhibition, actives largely listed as inhibitors; 410,000 compounds, 1.6% hits; further: potency means the concentration at half of the fitted maximal effect; on the % scale 0 is the no-effect control and ±100 the full control effect; nearly all actives have a fitted effect of over 55% in size
Target sequence (P43220 whole entry, looked up): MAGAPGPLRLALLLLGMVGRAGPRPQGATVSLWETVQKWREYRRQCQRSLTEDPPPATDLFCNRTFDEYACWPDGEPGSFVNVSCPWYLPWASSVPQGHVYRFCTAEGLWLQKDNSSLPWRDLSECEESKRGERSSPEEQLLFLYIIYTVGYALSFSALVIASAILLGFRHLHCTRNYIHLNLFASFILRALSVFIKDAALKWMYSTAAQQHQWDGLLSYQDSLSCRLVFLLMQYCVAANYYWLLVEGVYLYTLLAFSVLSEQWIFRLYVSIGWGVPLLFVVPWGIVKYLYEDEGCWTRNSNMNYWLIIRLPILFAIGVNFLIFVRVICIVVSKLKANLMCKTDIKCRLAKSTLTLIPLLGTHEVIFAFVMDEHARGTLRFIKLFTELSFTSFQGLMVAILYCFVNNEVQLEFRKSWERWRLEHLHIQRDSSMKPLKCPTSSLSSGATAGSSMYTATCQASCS
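Using stably transfected HEK293 (constitutively active GLP-1R, cAMP-luciferase reporter), compounds were incubated 24 hr and luciferase measured by luminescence.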
KB-V1 cytotox = qHTS assay for MDR1-selective chemotherapeutics: Primary screen using the drug-selected MDR subline cells KB-V1; KB-V1 MDR cells viability, CellTiter-Glo, 72 h; Potency, µM (top dose mostly 46.1 µM), inactives show top-dose activity change, negative = cytotoxicity, usual class: cytotoxic; 400,000 compounds, 3.4% hits; further: potency means the concentration at half of the fitted maximal effect; on the % scale 0 is the no-effect control and ±100 the full control effect; nearly all actives have a fitted effect of over 60% in size
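Drug-selected KB-V1 cells, grown in DMEM lacking phenol red with 10% FBS, receive compound titrations; after three days at 37 degrees C, surviving cell ATP is quantified by CellTiter-Glo luminescence and responses normalized and curve-fitted.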
GLP-1R agonist = qHTS of GLP-1 Receptor Agonists. Glucagon-like peptide 1 receptor (Homo sapiens), P43220. Potency, µM (doses to about 45.6 µM), inactives show at the highest dose activation, hits mostly activators. AID 624172, 2012. HEK293 GLP-1R CRE-luciferase, luminescence, 4-6 h; cells express a hypersensitive GLP-1R form. 380,000 compounds, 0.007% hits; further: potency means the concentration at half of the fitted maximal effect; % of control where 0% means no effect
aSyn yeast inh = qHTS of alpha-syn Inhibitors; Potency, µM (doses to about 46.1 µM), without a hit: at the top dose growth rescue (activation), actives largely listed as activators; 370,000 compounds, 0.14% hits; Yeast expressing alpha-synuclein, growth rescue, BacTiter-Glo, 24 h; AID 652106, 2013; further: potency means the concentration at half of the fitted maximal effect; % of control where 0% means no effect; nearly all actives have a fitted effect of over 65% in size
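Readout is rescue of growth in alpha-synuclein-expressing yeast, so inhibitors of toxicity appear as activators. Growth after 24 hr at 30 deg C in galactose medium is quantified by luminescence.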
PTHR1 agonist = qHTS for PTHR1 Agonists: Primary Screen; Parathyroid hormone/parathyroid hormone-related peptide receptor (Homo sapiens), Q03431; HEK293 GP2 PTHR1 cells, GloSensor cAMP luminescence, 1 h; Potency, µM (doses to about 115 µM), without a hit: at the highest dose activation, most hits filed as activators; 410,000 compounds, 0.075% hits; further: potency means the concentration at half of the fitted maximal effect; nearly all actives have a fitted effect of over 55% in size; some results filed as inactive show a strong effect at the top dose; inactives centre near -15; many of its hits are not listed in these tables
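HEK-293-derived GP2 cells expressing PTHR1 and a GloSensor cAMP reporter, 3,000/well, plated overnight, given luciferin plus IBMX (each 0.5 mM as added) for 1 h at 37 °C, then compound for 1 h at 37 °C. Luminescence was read after 15 min at room temperature.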
D3 ag = qHTS of D3 Dopamine Receptor Agonist: qHTS; D(3) dopamine receptor (Homo sapiens), P35462; D3R DiscoveRx beta-arrestin cells, luminescence, 90 min; max activation, %; 410,000 compounds, 0.58% hits; in the data active means max activation above about 30%; further: 0% is about no effect; mostly tested at two doses, the higher about 12 µM
Target sequence (P35462 whole entry, looked up): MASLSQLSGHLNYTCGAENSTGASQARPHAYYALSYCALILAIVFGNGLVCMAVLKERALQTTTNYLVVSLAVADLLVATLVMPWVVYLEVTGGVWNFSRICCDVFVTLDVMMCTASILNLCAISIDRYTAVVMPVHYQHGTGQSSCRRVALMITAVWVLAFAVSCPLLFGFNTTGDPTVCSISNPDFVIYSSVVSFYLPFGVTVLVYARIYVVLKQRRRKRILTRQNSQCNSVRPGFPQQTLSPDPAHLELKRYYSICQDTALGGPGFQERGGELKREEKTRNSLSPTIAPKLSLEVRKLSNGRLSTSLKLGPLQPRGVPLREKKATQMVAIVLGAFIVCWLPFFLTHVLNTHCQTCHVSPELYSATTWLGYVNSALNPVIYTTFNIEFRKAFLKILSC
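Agonist mode: compounds and dopamine controls were applied to plated cells for 90 min at 37 degrees C after an overnight attachment at 1500 cells/well. Luminescent read-out followed 30 - 60 minutes at room temperature with DiscoveRx detection reagent.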
D3 antag = qHTS of D3 Dopamine Receptor Antagonist: qHTS. D(3) dopamine receptor (Homo sapiens), P35462. D3R cells, DiscoveRx beta-arrestin luminescence, antagonist mode; hits give low values. max response, negative = inhibition, %. 360,000 compounds, 2.5% hits. AID 652054, 2013; in the data active means max response below about -50%; inconclusive means no clear call, values can overlap the other calls; further: on the % scale 0 is the no-effect control and ±100 the full control effect; mostly tested at two doses, the higher about 12 µM
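Cells expressing the human receptor were seeded at 1500 cells/well, incubated overnight at 37 degrees C in 5% CO2, then exposed to library compounds with dopamine controls for 90 minutes at 37 degrees C before luminescent detection.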
HEK293 tox = qHTS of GLP-1 Receptor Inverse Agonists: Cytotox Screen | HEK293 cAMP-luciferase reporter cells, luminescence, 24 h | Potency, µM (titrated, usually from 38.3 µM), inactives show at the top dose activity change, negative = inhibition, actives largely listed as inhibitors | 410,000 compounds, 0.13% hits | AID 624418, 2012;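 further: loss of luciferase light is scored as toxicity; potency means the concentration at half of the fitted maximal effect; on the % scale 0 is the no-effect control and ±100 the full control effect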
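MLSMR compounds, 24 hr on cells at 37 deg C/5% CO2; luminescence after luciferase reagent (12 min RT). Inhibition counted as the undesired cytotoxic outcome.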
Active calls of the source: *; i = inactive; ? = inconclusive; / = not tested or not shown; & = joins results of further samples; [ ] = remark or other dose. Unless noted, the call rests on the fitted dose curve; in most records, active means well fitted curve in the direction sought with a large enough effect; inconclusive means small, poorly fitted or top-dose-only effect, or another doubt; inactive means no such curve, though single readings can be large; an effect the other way counts as inactive or inconclusive. Not all compounds are listed. The share of hits here may be higher or lower than overall.

1: COc1ccc(NS(=O)(=O)c2cccc(C(=O)NNC(=O)c3ccc(NC(C)=O)cc3)c2)cc1
2: CCN(CC)C(=O)COC(=O)C1=NN(c2cc(C)ccc2C)C(=O)CC1
3: Cc1cccc(OCc2nc(C#N)c(N3CC(C)CC(C)C3)o2)c1 (stereo not given)
4: C[C@@H]1CN([C@@H](C)CO)C(=O)c2cc(Br)cnc2O[C@H]1CN(C)C(=O)c1cccc(F)c1
5: COc1cc(/C=C2/C(=N)N3N=C(CC(=O)N4CCOCC4)SC3=NC2=O)ccc1OCc1ccccc1F
6: CC(C)OCCCNC(=O)CN1C(=O)/C(=C/c2ccccc2F)Oc2ccccc21
7: Cc1nnc(SCc2ccccc2Cl)c2cc3occc3n12
8: COc1cccc(CNC(=O)CCC2CCCN(C(=O)c3ccoc3C)C2)c1 (stereo not given)
9: Cc1ccc(S(=O)(=O)NCC(=O)OCC(=O)Nc2ccc3c(c2)OCCO3)cc1
10: CC(=O)Nc1ccccc1NC(=O)c1ccc2c(c1)OCO2
assay / compound,1,2,3,4,5,6,7,8,9,10
GLP-1R inv ag,-17%,3%,?,-16%,9%,5%,-25%,-11%,1%,-11%
aSyn yeast inh,-1%,-7%,12%,6%,-5%,-1%,/,0%,-5%,-3%
D3 ag,2,-2,1,-2,8,-4,6,11,-1,-1
PTHR1 agonist,i,i,-79%[inhibitor],-20%,-30%,i,i,-6%,i,-18%
D3 antag,35,12,-19,-5,1,-14,/,1,-3,-18
HEK293 tox,-21%,7%,7%,-9%,3%,-8%,0%,-7%,-21%,-12%
KB-V1 cytotox,0%,15%,?,-4%,1%,-2%,-26%,?,?,1%
GLP-1R agonist,13%,1%,11%,6%,0%,12%,/,-4%,9%,-5%
TDP-43 yeast inh,0%,-12%,12%,2%,-1%,-9%,35µM*,0%,28%,6%

Values by screen from the list.
GLP-1R agonist, entries 4–10 → 6%, 0%, 12%, /, -4%, 9%, -5%
D3 ag, entries 4–10 → -2, 8, -4, 6, 11, -1, -1
HEK293 tox, entries 4–10 → -9%, 3%, -8%, 0%, -7%, -21%, -12%

Further compounds
11: O=C(N/N=C/c1ccccc1)c1ccc2c(c1)OCO2
12: CCCC(=O)N1CCC1(C)C(=O)Nc1ncc(C(=O)OC)s1 (stereo not given)
13: C=CCOC(=O)c1ccc(-n2cncn2)nc1
14: O=C1CSC(c2ccccc2F)N1CCN1CCCCC1 (stereo not given)
15: CCCC(=O)Nc1c(-c2ccccc2Cl)c(=O)c2ccccc2n1C
16: CC(C)c1cc(-c2cc(C(=O)NCc3ccccc3)on2)nc(NC2CCCC2)n1
17: CCOC(=O)C1=C(C)NC(C)=C(C(=O)OCC)C1C(=O)OCC(=O)NCc1ccc(F)cc1
18: O=C(CCNS(=O)(=O)c1ccc(Br)cc1)NCC1CCCO1 (stereo not given)
19: CC(C(=O)Nc1ccccc1Br)N1c2cccc3cccc(c23)S1(=O)=O (stereo not given)
20: COc1ccc(C(=O)Nc2ccc3c(c2)CCCN3C(=O)c2cccs2)c(OC)c1
assay / compound,11,12,13,14,15,16,17,18,19,20
GLP-1R inv ag,?,-17%,1%,4%,8%,-13%,?,1%,?,?
aSyn yeast inh,-12%,1%,1%,2%,1%,?,-1%,-2%,0%,19%
D3 ag,-10,8,-2,-6,2,2,14,-1,-5,-4&25
PTHR1 agonist,-73%[inhibitor],i,i,0%[57.5 µM],i,-15%,-15%,i,-7%,-36%&-76%[inhibitor]
D3 antag,3,6,2,-86*,10,-23,4,?,-8,42
HEK293 tox,4%,0%,10%,5%,2%,-10%,-8%,-3%,-6%,-12%&-21%
KB-V1 cytotox,25%,15%,7%,-9%,0%,?,?,-31%,-13%,?
GLP-1R agonist,-5%,-5%,5%,-5%,2%,-2%,3%,24%,16%,2%
TDP-43 yeast inh,-2%,17%,8%,-8%,4%,?,2%,20%,-6%,5%

Taken from above.
In TDP-43 yeast inh, #13 is entered as 8%
In GLP-1R inv ag, #16 is entered as -13%

The listing continues.
21: Cc1ccc2nc3c(cc(S(=O)(=O)c4ccccc4)c(=N)n3Cc3ccco3)c(=O)n2c1
22: COc1ccc(OC)c(N2CC(O)=C(c3nc4ccccc4s3)C2=N)c1
23: O=C(CNCC1CCCO1)N1CCCCCC1 (stereo not given)
24: CNC(=O)C1=C(C)n2c(nc3ccccc32)NC1c1ccc(OC)cc1 (stereo not given)
25: C/C(Sc1nnc(Cc2ccccc2)o1)=C(/O)c1ccccc1
26: O=C(NCc1ccccc1)/C(=C/c1ccc([N+](=O)[O-])cc1)NC(=O)c1ccco1
27: CC1Cc2ccccc2N1S(=O)(=O)c1nnc(NC(=O)c2cccc(F)c2)s1 (stereo not given)
28: Cc1ccc(-n2nc(C)c3c2OC(N)=C(C#N)C3c2ccc(F)cc2)cc1 (stereo not given)
29: CC1CCC(NC(=O)CCNS(=O)(=O)c2ccccc2)CC1 (stereo not given)
30: CCOc1ccccc1N(CC)C(=O)Nc1cn(C)c(=O)c2ccccc12
assay / compound,21,22,23,24,25,26,27,28,29,30
GLP-1R inv ag,74%[activator],-26%,13%,-4%,0%,8%,?,0%,11%,23%
aSyn yeast inh,-4%,0%,0%,-4%,11%,2%,/,5%,8%,/
D3 ag,4,1,2,1,5,-1,-10,6,-6,1
PTHR1 agonist,i,i,i,i,-7%[57.5 µM],i,-1%,-4%[57.5 µM],-14%,i
D3 antag,-7,-18,5,21,-20,3,/,8,-6,/
HEK293 tox,217%[activator],-18%,4%,2%[1.53 µM],-10%,-2%,-21%,-15%,-3%,4%
KB-V1 cytotox,7%,-4%,7%,0%,-13%,-7%,-24%,-6%,-1%,2%
GLP-1R agonist,2%,-3%,0%,-3%,0%,6%,/,-10%,-2%,1%
TDP-43 yeast inh,-12%,?,-9%,3%,-17%,2%,20%,-17%,-3%,20%

31: Cc1cc2c(NCC(C)O)ncnc2s1 (stereo not given)
32: Cc1ccc2nc(-c3ccc(NC(=O)CN4CCN(c5ccccn5)CC4)cc3)sc2c1
33: CCC(=O)N/N=C/c1ccc(OS(=O)(=O)c2ccccc2)cc1
34: CCC(C)Nc1nc2ccccc2n2c(C)nnc12 (stereo not given)
35: CCn1c(CNC(=O)c2ccco2)nnc1SCC(=O)c1ccc(OC)cc1
36: C[C@@H]1CN([C@H](C)CO)C(=O)CCCn2nncc2CO[C@H]1CN(C)C(=O)Nc1ccc2c(c1)OCO2
37: CCn1c(C)nc2cc(C(=O)NNS(=O)(=O)c3ccc(C)cc3C)ccc21
38: CCc1ccc2c(c1)NC(=O)C2(C)Cc1ccc(F)cc1 (stereo not given)
39: O=C(Oc1ccc(F)cc1)N1CCOCC1
40: Cc1cccc(C(O)(C(=O)NNc2ccc3ccccc3n2)c2cccc(C)c2)c1
41: Cc1ccc(N2C(=O)C3C(C2=O)N2CCCN2C3c2ccccc2)cc1C (stereo not given)
42: NC1=NC[C@H](c2ccccc2)N1CCc1cc(C(F)(F)F)cc(C(F)(F)F)c1
43: COc1ccccc1N1CCN(Cc2nc3ccccc3[nH]2)CC1
assay / compound,31,32,33,34,35,36,37,38,39,40,41,42,43
GLP-1R inv ag,7%,3%,-22%,232%[activator],7%,7%,0%,?,13%,4.5µM*,9%,?,-11%
aSyn yeast inh,-10%,?,6%,-2%,0%,0%,0%,?,-9%,2%,-1%,-28%,-1%
D3 ag,2,-4,-2,-1,1,-8,-20,-7,-2,2,-17,1,-23
PTHR1 agonist,-9%,-37%[inhibitor],i,i,-12%,-15%,6%,-18%,i,6%,i,i,i
D3 antag,-5,8,-1,-4,9,?,-17,-6,?,-11,1,13,?
HEK293 tox,-4%,-1%,-14%,0%,-4%,2%,3%,-4%,11%,-3%,11%,?,5%
KB-V1 cytotox,0%,-29%,11%,-18%,-4%,20%,2%,?,15%,-19%,6%,?,-24%
GLP-1R agonist,2%,10%,-2%,12%,0%,5%,22%,17%,-5%,-4%,5%,-5%,2%
TDP-43 yeast inh,9%,-51%[inhibitor],4%,11%,8%,1%,-17%,?,-19%,3%,-19%,2%,6%

Fetched by compound from the entries so far (5):
34: CCC(C)Nc1nc2ccccc2n2c(C)nnc12 (stereo not given)
31: Cc1cc2c(NCC(C)O)ncnc2s1 (stereo not given)
42: NC1=NC[C@H](c2ccccc2)N1CCc1cc(C(F)(F)F)cc(C(F)(F)F)c1
33: CCC(=O)N/N=C/c1ccc(OS(=O)(=O)c2ccccc2)cc1
40: Cc1cccc(C(O)(C(=O)NNc2ccc3ccccc3n2)c2cccc(C)c2)c1
assay / compound,34,31,42,33,40
GLP-1R inv ag,232%[activator],7%,?,-22%,4.5µM*
aSyn yeast inh,-2%,-10%,-28%,6%,2%
D3 ag,-1,2,1,-2,2
PTHR1 agonist,i,-9%,i,i,6%
D3 antag,-4,-5,13,-1,-11
HEK293 tox,0%,-4%,?,-14%,-3%
KB-V1 cytotox,-18%,0%,?,11%,-19%
GLP-1R agonist,12%,2%,-5%,-2%,-4%
TDP-43 yeast inh,11%,9%,2%,4%,3%
